WRN helicase inh = blocks human WRN helicase; 360,000 tested, 0.46% active; Potency, µM (titrated, usually from 114 µM), without a hit: at the highest dose activity change, negative = inhibition, usual class: inhibitors; WRN helicase unwinding, fluorescent forked duplex, kinetic; AID 651768; note: potency is the fitted concentration of half-maximal effect; % is set by controls: 0 for no effect and ±100 for the full control effect; nearly all actives have a fitted effect of over 55% in size
Target sequence (Q14191 whole entry, looked up): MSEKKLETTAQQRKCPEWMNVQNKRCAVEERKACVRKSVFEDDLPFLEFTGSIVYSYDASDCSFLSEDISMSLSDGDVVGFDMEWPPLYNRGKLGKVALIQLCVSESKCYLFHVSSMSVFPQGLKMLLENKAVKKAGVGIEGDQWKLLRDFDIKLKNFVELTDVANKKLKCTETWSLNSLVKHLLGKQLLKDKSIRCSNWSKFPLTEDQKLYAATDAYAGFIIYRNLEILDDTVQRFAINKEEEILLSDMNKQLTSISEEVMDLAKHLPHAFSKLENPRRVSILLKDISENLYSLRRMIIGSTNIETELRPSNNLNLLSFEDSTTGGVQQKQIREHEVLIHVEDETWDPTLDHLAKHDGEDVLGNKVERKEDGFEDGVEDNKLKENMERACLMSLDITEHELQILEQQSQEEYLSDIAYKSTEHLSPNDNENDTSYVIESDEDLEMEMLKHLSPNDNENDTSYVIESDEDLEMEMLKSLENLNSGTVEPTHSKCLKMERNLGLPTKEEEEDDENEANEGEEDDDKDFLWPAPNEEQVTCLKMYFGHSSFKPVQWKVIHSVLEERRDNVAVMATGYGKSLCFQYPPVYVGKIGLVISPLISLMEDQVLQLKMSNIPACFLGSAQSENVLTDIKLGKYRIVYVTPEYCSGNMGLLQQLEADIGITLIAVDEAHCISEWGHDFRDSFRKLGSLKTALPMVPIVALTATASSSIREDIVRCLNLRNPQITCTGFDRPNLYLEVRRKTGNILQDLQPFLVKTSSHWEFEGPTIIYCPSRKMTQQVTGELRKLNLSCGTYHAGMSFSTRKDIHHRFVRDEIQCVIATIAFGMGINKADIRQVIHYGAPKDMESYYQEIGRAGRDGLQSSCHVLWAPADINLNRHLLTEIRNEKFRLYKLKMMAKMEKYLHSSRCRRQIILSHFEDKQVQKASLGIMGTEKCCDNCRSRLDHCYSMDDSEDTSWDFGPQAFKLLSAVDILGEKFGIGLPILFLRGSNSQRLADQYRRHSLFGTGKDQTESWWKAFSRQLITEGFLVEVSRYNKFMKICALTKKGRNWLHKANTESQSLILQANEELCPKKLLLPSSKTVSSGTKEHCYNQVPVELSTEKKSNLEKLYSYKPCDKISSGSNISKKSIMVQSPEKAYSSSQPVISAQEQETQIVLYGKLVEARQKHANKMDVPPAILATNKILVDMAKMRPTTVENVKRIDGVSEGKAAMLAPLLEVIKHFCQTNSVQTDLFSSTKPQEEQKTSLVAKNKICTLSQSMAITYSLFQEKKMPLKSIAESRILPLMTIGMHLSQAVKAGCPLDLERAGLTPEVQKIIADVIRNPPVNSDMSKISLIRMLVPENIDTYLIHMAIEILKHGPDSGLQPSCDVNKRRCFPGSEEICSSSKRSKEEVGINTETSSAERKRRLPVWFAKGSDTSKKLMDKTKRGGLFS
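WRN at 20 nM final was preincubated with compound for 15 min at room temperature; reaction started with 100 nM forked duplex oligonucleotide carrying fluorophore and quencher plus 2 mM ATP (final). Unwinding followed kinetically by red fluorescence (ex 525/em 598 nm).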
KB-3-1 cytotox = KB-3-1 parental cell cytotoxicity; AID 1347075; 400,000 tested, 1.4% active; Potency, µM (series often up to 46.1 µM), inactives show top-dose activity change, negative = cytotoxic, most hits filed as cytotoxic; KB-3-1 viability, CellTiter-Glo ATP luminescence, 72 h; note: potency is the fitted concentration of half-maximal effect; % is set by controls: 0 for no effect and ±100 for the full control effect; nearly all actives have a fitted effect of over 60% in size
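72 h, 37 °C compound treatment of KB-3-1 parental cells; CellTiter-Glo added, 10 min, luminescence read. Data corrected against DMSO-only plates and normalized before curve fitting.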
MCF10A rereplic = DNA re-replication induction in MCF 10a cells; MCF 10A DNA re-replication, Hoechst nuclear intensity, 48 h; Potency, µM (series often up to 46.1 µM), for inactives: at the top dose activity, positive = re-replication, actives largely listed as activators; 350,000 tested, 2.9% active; AID 624296; note: potency is the fitted concentration of half-maximal effect; % of control where 0% means no effect; nearly all actives have a fitted effect of over 50% in size
IL1B secr inh = blocks inflammasome-driven IL-1 beta release; activity change, % at 57.5 µM; AID 743279; THP-1 LPS/ATP IL-1B secretion, AlphaLISA, 16 h; active compounds read low; 360,000 tested, 4.7% active; in the data active = activity change below about -50%; inconclusive = mostly about -30% to -49%; note: % is set by controls: 0 for no effect and ±100 for the full control effect
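Secreted IL-1B measured by AlphaLISA bead assay after 16 h compound exposure of THP-1 cells; compounds (final up to 57.5 uM) added 1 h before LPS (250 ng/mL) and ATP (1.25 mM) stimulation; lower signal means less secretion.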
ATXN2 expr inh = inhibitors of ATXN2 expression. Potency, µM (series often up to 57 µM), without a hit: at the top dose activity change, negative = inhibition, most hits filed as inhibitors. HEK-293 ATXN2-luciferase reporter, luminescence, 24 h. AID 1745845. 360,000 tested, 0.72% active; note: potency is the fitted concentration of half-maximal effect; % is set by controls: 0 for no effect and ±100 for the full control effect; nearly all actives have a fitted effect of over 55% in size
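qHTS (up to 57 uM final) was run with 24 h compound exposure of reporter cells at 37 °C. Each well was multiplexed: SteadyGlo luminescence measured ATXN2-luciferase expression after a fluorogenic Gly-Phe-AFC viability readout (25 uM final).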
SW480 rerep = induces DNA re-replication in SW480 colon adenocarcinoma cells; AID 624297; Potency, µM (series often up to 46.1 µM), for the others: at the highest dose re-replication activation, most hits filed as activators; 340,000 tested, 1.8% active; SW480 DNA re-replication, Hoechst DNA content imaging, 48 h; note: potency is the fitted concentration of half-maximal effect; % of control where 0% means no effect; nearly all actives have a fitted effect of over 55% in size
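Hoechst fluorescence of nuclei (405 nm excitation, 500-530 nm emission) measured by plate-scanning imager after 48 hr compound exposure at 37 C; re-replication scored as increased number of nuclei with elevated intensity.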
HT1080-NT tox = kills 2HG-producing HT-1080-NT fibrosarcoma cells; HT-1080-NT fibrosarcoma viability, CellTiter-Glo ATP luminescence, 48 h; Potency, µM (titrated, usually from 46.1 µM), without a hit: at the highest dose activity, negative = less viability, most hits filed as cytotoxic; 360,000 tested, 1.6% active;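 note: NT is the 2HG producing partner of a matched IDH1 knockdown line; potency is the fitted concentration of half-maximal effect; 0% = DMSO-treated cells and -100% = media-only wells without cells; nearly all actives have a fitted effect of over 55% in size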
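Read-out is CellTiter-Glo luminescence after 10 minutes at room temperature, following 48 hours' compound treatment of HT-1080-NT cells (750 cells/well, RPMI, 5% FBS, 37 degrees C).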
KB-V1 cytotox = kills drug-selected multidrug resistant KB-V1 cells. KB-V1 MDR cells viability, CellTiter-Glo, 72 h. Potency, µM (highest dose often 46.1 µM), for the others: at the top dose activity change, negative = cytotoxicity, hits mostly cytotoxic. 400,000 tested, 3.4% active. AID 1347076; note: potency is the fitted concentration of half-maximal effect; % is set by controls: 0 for no effect and ±100 for the full control effect; nearly all actives have a fitted effect of over 60% in size
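Potencies derive from concentration-effect curves fitted to normalized luminescence (CellTiter-Glo) of KB-V1 cells treated for 72 h at 37 degrees C in phenol-red-free DMEM containing 10% FBS.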
HT1080 IDH1KD tx = HT-1080 IDH1 knockdown cell toxicity (counter line); HT-1080 IDH1 knockdown viability, ATP luminescence, 48 h; Potency, µM (highest dose often 46.1 µM), without a hit: top-dose activity, negative = toxicity, hits mostly cytotoxic; 360,000 tested, 2% active; AID 686971;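 note: potency is the fitted concentration of half-maximal effect; 0% = DMSO wells and -100% = cell-free medium wells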
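Viability of IDH1-knockdown HT-1080 fibrosarcoma cells was assessed by CellTiter-Glo after 48 h at 37 °C with titrated compound; concentration-effect curves were classified by fit quality and response size.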
* marks the source's active call; other numbers are inactive results; ? = inconclusive; · = not tested or not shown; [ ] = another dose, or the depositor's remark. Unless noted, calls come from the whole dose curve; as a rule, active = well fitted curve in the direction sought with a large enough effect; inconclusive = small, poorly fitted or top-dose-only effect, or another doubt; inactive = no such curve, though single readings can be large; an effect the other way counts as inactive or inconclusive.

The line under a structure holds: WRN helicase inh	KB-3-1 cytotox	MCF10A rereplic	IL1B secr inh	ATXN2 expr inh	SW480 rerep	HT1080-NT tox	KB-V1 cytotox	HT1080 IDH1KD tx
Cc1ccc2c(c1)nnn2C1CCN(S(=O)(=O)c2cccc(S(=O)(=O)N(C)C)c2)CC1
  4%	-16%	6%	-17	-37%	1%	-21%	0%	-18%
Cc1cc(C)cc(OCC(=O)Nc2cc(NC(=O)COc3cc(C)cc(C)c3)cc(C(=O)O)c2)c1
  -9%	6%	7%	1	2%	-4%	-27%	29%	?
Clc1ccc(Cc2ccc(Cl)nn2)c(Cl)c1
  3%	3%	6%	0	-3%	1%	4%	?	0%
Cc1cccc(NC(=S)NNC(=O)c2ccc(Br)o2)c1
  -2%	1%	-2%	-1	26%	-2%	9%	?	?
CCCNC(=O)COc1coc(CN2CCN(c3ccccc3)CC2)cc1=O
  4%	0%	?	3	·	-7%	1%	9%	1%
COc1cc(C)nc(N2CCC(C(=O)NC3CCCCC3)CC2)n1
  -5%	-12%	-1%	13	1%	-16%	15%	3%	0%
Cc1cccc(OCC(O)Cn2ccnc2C)c1 (stereo not given)
  4%	-3%	2%	8	·	-10%	-4%	2%	-4%
COc1ccc2cc(C)c(SCC(=O)Nc3cc(C)on3)nc2c1
  0%	5%	-6%	29	-23%	4%	-26%	8%	?
Nc1c([N+](=O)[O-])c(=O)sc2ccccc12
  -7%	-18%	?	-1	0%	1%	16%	-10%	-5%
Cn1cccc1Cc1nnc(SCC(=O)Nc2cccc(Cl)c2)n1-c1ccc(F)cc1
  1%	-4%	0%	12	-4%	0%	-22%	-19%	0%
Cc1c(NC(=S)N/N=C\c2ccccc2O)c(=O)n(-c2ccccc2)n1C
  3%	?	7%	68	-35%	12%	-1%	?	-26%
COC(=O)C(NC(=O)CCc1c(C)nc2ncnn2c1C)C(C)C (stereo not given)
  -3%	3%	0%	-8	9%	-15%	12%	10%	8%
COc1cccc(/C=C/C(=O)OCC(=O)Nc2ccc3c(c2)OCO3)c1
  7%	8%	·	20	·	·	-4%	22%	-3%
COc1cccc(NC(=O)Nc2cccn(Cc3ccccc3)c2=O)c1
  -13%	0%	11%	?	14%	3%	-1%	?	-6%
CCc1nnc(NC(=O)CSc2nnc(C3CC3)n2C)s1
  -26%	4%	1%	5	-4%	-1%	-2%	5%	1%
O=C(CNC(=O)c1ccccc1)OC(C(=O)Nc1cc(C(F)(F)F)ccc1Cl)c1ccccc1 (stereo not given)
  -5%	?	-12%	-8	-2%	-4%[9.22 µM]	2%	?	5%
CCOc1ccc(S(=O)(=O)N2CCC(C(=O)N3CCCC3)CC2)cc1C
  -35%	-10%	-2%	-4	-27%	?	-10%	?	3%
COc1cccc(-c2nnn(CC(=O)NC3CCCC3)n2)c1OC
  -7%	9%	-133%[0.0737 µM]	14	10%	-11%	0%	-5%	2%
Cc1cc(C)n(-c2nc(C)nc3c2cnn3-c2ccccc2)n1
  3%	19%	0%	10	34%	0%	6%	?	15%
COc1ccc(CCNC(=O)COc2ccc(-c3ccc(C)cc3)cc2)cc1OC
  -2%	0%	0%	-6	2%	-5%	-1%	?	3%
CC(C)Cc1nnc(NS(=O)(=O)c2ccc([N+](=O)[O-])cc2)s1
  8%	-6%	?	16	?	1%	1%	-10%	10%
Cc1cc(C(=O)CSc2ccc(Cl)cc2)cc(C)c1OC(=S)N(C)C
  0%	-6%	?	-9	47%[activator]	0%	-8%	-26%	-12%
COc1ccc(C)cc1-n1c(SCC(=O)NCC2CCCO2)nc2c([nH]c3ccccc32)c1=O (stereo not given)
  -20%	·	6%	-10	-13%	6%	-1%	·	-4%
Cc1ccc2c(COC(=O)c3n[nH]c4ccccc34)cc(=O)oc2c1
  -10%	4%	7%	-10	48%[activator]	11%	3%	0%	1%
CC(C)(C)c1ccc(C(=O)Nc2cccc(-n3cnnn3)c2)cc1
  2%	3%	0%	-14	·	-6%	14%	1%	0%
CC(=NNC(=O)c1ccncc1)c1ccc(Cl)cc1Cl
  7%	3%	6%	10	-10%	-3%	25%	?	-1%
COc1ccc(C2=CC(=O)CC(C)(C)C2)cc1OC
  0%	4%	12%	-19	4%	-11%	-1%	-8%	-1%
Cn1c(SCC(=O)OC2CCCCC2)nnc1-c1ccc2c(c1)OCO2
  5%	0%	3%	13	3%	-6%	6%	-2%	-3%
O=C(COC(=O)Cc1ccc2c(c1)OCCO2)Nc1ccc(S(=O)(=O)N2CCCC2)cc1
  -3%	15%	0%	-6	-11%	-6%	9%	-4%	0%[9.24 µM]
CCc1ccc(NC(=O)CCNS(=O)(=O)c2cccc3nonc23)cc1
  1%	-1%	8%	-16	1%	3%	2%	-22%	-8%

An excerpt from above in order of formula weight, rising.
The line under a structure holds: WRN helicase inh	KB-3-1 cytotox	MCF10A rereplic	IL1B secr inh	ATXN2 expr inh	SW480 rerep	HT1080-NT tox	KB-V1 cytotox	HT1080 IDH1KD tx
CC(C)(C)c1ccc(C(=O)Nc2cccc(-n3cnnn3)c2)cc1
  2%	3%	0%	-14	·	-6%	14%	1%	0%
Cn1cccc1Cc1nnc(SCC(=O)Nc2cccc(Cl)c2)n1-c1ccc(F)cc1
  1%	-4%	0%	12	-4%	0%	-22%	-19%	0%
Cc1cc(C)cc(OCC(=O)Nc2cc(NC(=O)COc3cc(C)cc(C)c3)cc(C(=O)O)c2)c1
  -9%	6%	7%	1	2%	-4%	-27%	29%	?

(listing goes on)
The line under a structure holds: WRN helicase inh	KB-3-1 cytotox	MCF10A rereplic	IL1B secr inh	ATXN2 expr inh	SW480 rerep	HT1080-NT tox	KB-V1 cytotox	HT1080 IDH1KD tx
Cc1c(C(=O)N2c3ccccc3CC2C)oc2ccccc12 (stereo not given)
  3%	?	26%	68	13%	?	-19%	?	-30%
O=C(C1CCCN(S(=O)(=O)c2cccc3nsnc23)C1)N1CCc2ccccc21 (stereo not given)
  5%[57.1 µM]	-12%	?	0	-23%	1%	-23%	0%	-29%
CCOC(=O)c1c(NC(=S)Nc2ccc(OC)cc2)sc2c1CCCCC2
  -16%	3%	10%	10	3%	1%	-3%	0%	-1%
CCOC(=O)c1c(NC(=O)c2ccc(Cl)s2)sc(C)c1C
  6%	8%	?	-11	-2%	?	0%	0%	22%
O=C(NC1CCCCC1)c1ccc(CS(=O)(=O)c2ccc(Cl)cc2)o1
  2%	-11%	?	-13	·	?	6%	9%	5%
O=C(Nc1nnc(COc2ccccc2F)s1)Nc1ccccc1F
  -8%	-4%	11%	-10	-6%	2%	?	7%	?
Cc1ccc(CCNC(=O)C23C[C@H]4C[C@@H](C2)CC(n2nnc(C)n2)(C4)C3)cc1
  -4%	-2%	10%	-17	-14%	-7%	30%	-7%	-1%
CCOC(=O)Cc1csc(NC(=O)c2cc3ccccc3o2)n1
  1%[57.1 µM]	-12%	-23%	-14	-7%[2.22 µM]	-5%	-25%	?	-24%
O=C1NN(c2ccccc2)C(=O)/C1=C\c1ccccc1OCC(=O)N1CCOCC1
  -21%	?	?	8	-6%	12%	?	-9%	10%
O=c1[nH]c2ccccc2n1CCCSc1cnc2ccccc2n1
  -6%	0%	29%	-7	9%	1%	?	?	-27%
Cc1ccc(C(=O)NNC(=O)c2csc(N3CCOCC3)n2)o1
  2%	1%	-1%	8	9%	-23%	2%	20%	11%
CCCCN=C1NC(=O)C(CC(=O)NCCc2ccc(OC)cc2)S1 (stereo not given)
  8%	1%	-5%	9	·	-14%	-7%	-11%	-7%
CC(C)OC(=O)c1nnc(Cc2ccc(Cl)cc2)o1
  3%	?	0%	41	6%	2%	1%	0%	7%
O=C(Cn1cnc2cc([N+](=O)[O-])ccc2c1=O)NCc1ccccc1
  -8%	?	-11%	8	-18%	-6%	-2%	-21%	-3%
CC(C)CN(C(=O)COC(=O)c1ccc(Br)cc1)c1c(N)n(Cc2ccccc2)c(=O)[nH]c1=O
  10%	-21%	?	?	-31%	4%	-23%	2%	-5%
CCC1CCCCN1C(=O)COc1ccc(F)cc1 (stereo not given)
  -5%	7%	10%	5	0%	-5%	12%	11%	-1%
CCCC/C=C1/CCC(CN(C)C)C1=O (stereo not given)
  ?	?	5.8µM*	-28	?	?	5%	?	-27%
CC(C)CC1NC(=O)N(CC(=O)Nc2cc(F)ccc2F)C1=O (stereo not given)
  1%	-17%	-4%	-3	13%	4%	14%	-18%	3%
CCCCNC(=O)c1ccc(-n2c(=S)[nH]c3ccccc3c2=O)cc1
  6%	2%	-3%	5	11%	5%	0%	-7%	-1%
O=C(O)C1=C(C2CCCCC2)C(=O)c2ccccc21
  -4%	2%	14%	-55*	4%	-5%	-2%	-7%	-8%
CC1=CC(C)(C)[N+](C)(C)c2ccc(C)cc21
  -7%	?	5%	41	1%	-5%	-11%	-5%	-7%
Cc1cc(C)n(-c2nnc3n2N=C(c2ccccc2)CS3)n1
  4%	19%	1%	26	1%	0%	2%	6%	5%
CCCn1nc(C(=O)OCC(=O)Nc2ccc(C(N)=O)cc2)c2ccccc2c1=O
  5%	12%	-3%	1	6%	3%	7%	-3%	14%
CCOC(=O)[C@]12CCCC=C1N(CCC1=CCCCC1)C(=O)[C@H](CC(=O)NCc1cccc3ccccc13)C2
  -7%	?	·	13	·	·	-29%	?	-25%
COc1ccc2sc(-c3ccc(N(C)C)cc3)c(C#Cc3cncn3C)c2c1
  -3%	10µM*	?	-6	?	1.3µM*	26µM*	?	26µM*
O=C(CC(Cc1ccccc1)c1ccco1)NCc1ccco1 (stereo not given)
  -27%	-1%	-5%	-13	11%	2%	9%	-4%	10%
CCN(CC(=O)Nc1ccc(OC)cc1)C(=O)CCS(=O)(=O)c1ccc(C)cc1
  -27%	2%	-7%	-11	-9%	-12%	8%	3%	-2%
Cc1cccc(NC(=O)N2CCCc3ccccc32)c1C
  7%	23%	5%	-8	32%	-7%	4%	3%	3%

High-throughput results deposited in PubChem by National Center for Advancing Translational Sciences (NCATS).
